p53ts 32C kill – qHTS Screen for Compounds that Selectively Target Cancer Cells with p53 Mutations: Cytotoxicity of p53ts Cells at the Permissive Temperature; H1299-p53A138V at 32C, ATP luminescence viability, 24 h; Potency, µM (series often up to 46.1 µM), for inactives: at the top dose activity change, negative = cytotoxicity, most hits filed as cytotoxic; 0.93% of 130,000 active; AID 924, 2007;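 note: 0% = DMSO and -100% = full killing by reference compound; nearly all actives have a fitted effect of over 55% in size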
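Cells: H1299 p53ts (A138V), 600/well, pre-incubated 16–30 h at 37C. Cpd up to 46 uM, 24 h, 32C. Readout: ATPlite luminescence, 20 min RT. Normalization: DMSO vs tamoxifen 100 uM. AC50 by Hill equation.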
Imprint erasure – qHTS Assay for Compounds that Induce Erasure of Genomic Imprints; mouse ES Peg3-LacZ reporter, beta-gal luminescence, 40 h; Potency, µM (series often up to 60.7 µM), for the others: at the highest dose activity change, positive = activation, most hits filed as activators; 0.02% of 110,000 active;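 note: 0% = negative control wells on the plate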
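Gelatin-coated wells received 300 freshly trypsinized female ES cells with a Peg3LacZ-Neo reporter on the maternal allele, then incubated 40 hours at 37C. BetaGlo was added for 5 minutes at room temperature before a single luminescence read.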
IkB sig inh – IkB Signaling. ABC-DLBCL IkBa-CBG/CBR dual luciferase ratio, 4 h; response scale: scaled: untreated 0%, proteasome inhibitor 100%. Potency, µM (doses to about 57.1 µM), for the others: top-dose IkBa stabilization activation. 0.04% of 110,000 active. AID 445, 2006; active = well fitted curve in the direction sought with a large enough effect in the signal ratio, not every such curve was filed as active; inconclusive = small, poorly fitted or top-dose-only effect, or a change in a side signal; the % refers to the signal ratio;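 note: the direction sought is a rising ratio; 0% = basal untreated cells and 100% = reference inhibitor full response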
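Luminescence ratio of IκBα-fused green versus native red beetle luciferase in OCI-Ly3 cells, 4 h post-doxycycline with compound; red signal alone, scaled from basal (0%) to zero light (-100%), flagged nonspecific or cytotoxic effects.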
p53ts 39C kill – qHTS Screen for Compounds that Selectively Target Cancer Cells with p53 Mutations: Cytotoxicity of p53ts Cells at the Nonpermissive Temperature; 1.5% of 130,000 active; H1299-p53A138V viability at 39C, ATP luminescence, 24 h; Potency, µM (doses to about 46.1 µM), for the others: at the highest dose activity change, negative = cell killing, most hits filed as cytotoxic; note: nearly all actives have a fitted effect of over 55% in size
The depositor's hits bear a star; u = inconclusive; x = not tested or not shown; [ ] = another dose, or the depositor's remark. Unless noted, calls come from the whole dose curve; as a rule, active = well fitted curve in the direction sought with a large enough effect; inconclusive = small, poorly fitted or top-dose-only effect, or another doubt; inactive = no such curve, though single readings can be large; an effect the other way counts as inactive or inconclusive. Unless noted, % is set by controls: 0 for no effect and ±100 for the full control effect; potency is the fitted concentration of half-maximal effect.

Each structure is followed by: p53ts 32C kill | Imprint erasure | IkB sig inh | p53ts 39C kill
COc1cccc(NC(=O)C2CCN(c3ccc(Sc4ccc(C)cc4)nn3)CC2)c1
    7% | -3%[10.9 µM] | u | -3%
CCc1ccc2[nH]c(=O)c(C(c3nnnn3Cc3ccccc3)N3CCOCC3)cc2c1 (configuration not stated)
    -1% | -10% | 0.1% | -1%
CCn1ncc2c(OCc3ccc(C#N)cc3)cc(C)nc21
    -9% | -4% | 0.9% | -10%
CCOC(=O)Cn1c(CN2CCOCC2)nc2c1c(=O)[nH]c(=O)n2C
    -13% | -13% | -0.3% | 23%
CCn1nnnc1SCC(=O)N1c2ccccc2CCc2ccccc21
    -5% | -12% | 0.3% | -7%
COc1cc(OC)cc(-c2nc3nc(C)c(CCC(=O)Nc4ccc(Cl)cc4)c(C)n3n2)c1
    -3% | 1%[10.9 µM] | u | -25%
O=C(Nc1ccc(Br)cc1)c1cc(S(=O)(=O)NC2CCCC2)ccc1F
    -9% | -17%[10.9 µM] | 1.3% | u
CCOc1ccc(S(=O)(=O)N2CCN(c3ccc(C)cc3C)CC2)c2ccccc12
    -9% | -9%[10.9 µM] | -0.8% | 22%
O=C1CC(N2CCN(c3ccccc3Cl)CC2)C(=O)N1c1ccc(F)cc1 (configuration not stated)
    -5% | -1% | 1.5% | 7%
CCC(Oc1ccc(F)cc1)C(=O)Nc1nc2c(s1)CCCC2 (configuration not stated)
    15% | -10%[10.9 µM] | u | 14%
COc1ccccc1NC(=O)C(=O)NCCc1csc(-c2cccc(F)c2)n1
    -2% | 11%[10.9 µM] | 0.6% | -16%
CCn1c(=O)c2c(nc(SCC(=O)NCC3CCCO3)n2C)n(C)c1=O (configuration not stated)
    1% | -5% | -1.2% | -3%
CCOc1ccc(C(=O)Nc2c3c(nn2-c2ccc(C)cc2)CS(=O)C3)cc1OCC (configuration not stated)
    0% | -9% | -4.9% | 12%
CC(=O)NCCNC(=O)c1ccc2c(=O)n(CCc3ccccc3)c(=O)[nH]c2c1
    -18% | -11%[10.9 µM] | u | 13%
FC(F)C(F)(F)C(F)(F)C(F)(F)c1cc(-c2ccccc2)n[nH]1
    u | 2% | u | u
CCOc1cc(-c2nc(-c3ccc(-c4ccc(OC)cc4)nc3OC)no2)cc(OCC)c1OCC
    -10% | -3%[10.9 µM] | 1.5% | -10%
Cc1ccc(Cl)cc1N1CCN(S(=O)(=O)c2ccc3c(c2)CCN3C(=O)C2CCC2)CC1
    9% | -5%[10.9 µM] | 1.6% | 20%
c1cncc(-c2nnc(SCc3cccc4ccccc34)o2)c1
    11% | -19% | u | -7%
CCOc1ccc(C2CC(=O)c3c([nH]c(C(=O)OCc4ccccc4)c3C)C2)cc1 (configuration not stated)
    -16% | -31%[inhibitor][10.9 µM] | -1.4% | u
Cc1nn2c(N3CCOCC3)c3c(nc2c1-c1ccccc1)CCCC3
    13% | u | -0.4% | 12%
COc1ccc(OC)c(-n2c(CN3CCC(C(N)=O)CC3)nc3ccccc3c2=O)c1
    3% | -13% | 1.4% | -2%
Cc1cccc2sc(N3CCN(C(=O)c4ccco4)CC3)nc12
    -13% | -4%[10.9 µM] | -4.2% | -12%
Clc1ccc(Cn2cc(Br)cn2)cc1Cl
    2% | 2% | -0.2% | 0%
Cc1c(-c2ccccc2)n(-c2ccc(Cl)cc2)c2nc3c(c(=O)n(C)c(=O)n3C)n12
    23% | -7%[10.9 µM] | -0.2% | 25%
CN1CCN(C(=O)CSc2nc(-c3cccs3)cc(-c3cccs3)c2C#N)CC1
    12% | -27% | u | 3%
O=C1CC2(CCCC2)CC(=O)N1CCCCNC[C@H]1COc2ccccc2O1
    -10% | -19% | -0.1% | -17%
COc1ccc(CN(CC(=O)NCC2CCCO2)C(=O)CCC(=O)Nc2cc(C)ccn2)cc1 (configuration not stated)
    9% | -5% | -0.5% | 3%
Cc1cc(C)cc(C(=O)NCC(c2ccc(N(C)C)cc2)N2CCCC2)c1 (configuration not stated)
    -12% | -15%[10.9 µM] | 0.3% | u
CCCC(=O)Nc1ccccc1NC(=O)CN(C)S(=O)(=O)c1ccccc1
    -3% | -18% | -1.1% | 6%
CCN1CCCC1CNC(=O)c1ccc(CS(=O)(=O)c2ccccc2C)o1 (configuration not stated)
    -29% | 18% | 0.2% | 2%

The list goes on, overlapping the part above by 2 compounds.
Each structure is followed by: p53ts 32C kill | Imprint erasure | IkB sig inh | p53ts 39C kill
CCCC(=O)Nc1ccccc1NC(=O)CN(C)S(=O)(=O)c1ccccc1
    -3% | -18% | -1.1% | 6%
CCN1CCCC1CNC(=O)c1ccc(CS(=O)(=O)c2ccccc2C)o1 (configuration not stated)
    -29% | 18% | 0.2% | 2%
O=c1c(-c2ccc(Br)cc2)coc2c(CN3CCOCC3)c(O)ccc12
    -4% | 5% | -0.3% | -2%
Cc1cccc(-n2c(SCC(=O)Nc3nnc(C)s3)nnc2-c2ccoc2C)c1
    23% | -10% | 1.3% | 3%
CCOC(=O)c1c(NC(=O)CSc2nnc(-c3ccccc3)n2CC)sc(C(C)=O)c1C
    11% | -17% | u | -11%
COCCOC(=O)c1c(C)oc2ccc(OC(=O)c3ccc4c(c3)OCO4)cc12
    -11% | -37%[inhibitor] | u | -8%
COc1ccc(N2CCN(C(=O)CSCc3ccc(C)cc3)CC2)cc1
    -12% | -18%[10.9 µM] | 2.1% | -20%
O=C1CCCC(O)=C1C=Nc1ccc2c(c1)oc1ccccc12
    0% | 0% | 1.8% | 3%
NCCCNC(=O)c1cc2ccccc2[nH]1
    3% | -7% | 6.0% | 11%
COc1ccc(-c2cc(C(F)(F)F)nc(SCC(=O)NC(C)c3ccccc3)n2)cc1 (configuration not stated)
    -11% | 3%[10.9 µM] | -3.0% | -10%
CC(=O)c1c(N2CCN(Cc3ccc4c(c3)OCO4)CC2)nc(=S)n(-c2ccccc2)c1C
    3% | -20% | -0.2% | -7%
CCCCCCc1c(C)c2c(cc(C)c3c(C)coc32)oc1=O
    2% | 5%[10.9 µM] | -2.0% | 21%
O=C1CCCC2=C1C(c1cccs1)n1ncnc1N2 (configuration not stated)
    5% | 5% | -0.4% | 8%
Cc1ccc(C)c(CN2CCCNC2=O)c1
    4% | -5% | -0.3% | -8%
CCCCCCN(C(=O)CCCCCN1C(=O)NC(c2ccc(C(F)(F)F)cc2)C(C(=O)OCc2ccccc2)=C1C)C(C(=O)NCCCC)c1ccc(OCC(=O)OC)c(C(=O)OC)c1 (configuration not stated)
    18% | -14% | x | 9%
COCCCNC(=O)CN(c1cc(Cl)cc(Cl)c1)S(C)(=O)=O
    16% | x | x | 29%
O=C(CCN1C(=O)c2ccccc2S1(=O)=O)Nc1nc2c(s1)CCCC2
    -3% | 0% | 0.3% | -1%
COc1ccc(NC(=O)CC2C(=O)N(c3cccc(OC)c3)C(=O)N2C2CCCCC2)cc1 (configuration not stated)
    -4% | -11% | 0.5% | -9%
COC(=O)c1ccc(C(NC(=O)OCc2ccccc2)/C(F)=C/[C@@H](C)C(=O)Nc2ccc(OC)cc2)cc1 (some centres not stated)
    u | -15% | x | u
CCOC(=O)N1CCC(NCCNC(=O)c2ccccc2Cl)CC1
    0% | -19% | 0.7% | -5%
Cc1cccc(C(=O)Nc2ccc(N3CC=C(c4ccccc4C)CC3)c(C(=O)O)c2)c1
    6% | 8%[10.9 µM] | -1.0% | -15%
COCCn1c(C)cc(O)c(C(c2ccccc2)N2CCN(CCO)CC2)c1=O (configuration not stated)
    4% | 10%[10.9 µM] | u | -15%
CCOC(=O)Nc1cccc(C(=O)O)c1
    -7% | x | x | 9%
COC(=O)[C@@H](NC(=O)NC1CCN(Cc2ccccc2)CC1)C(C)C
    -3% | -1% | 0.7% | 4%
C=CCn1c(SCc2nnc(-c3ccccc3)o2)nnc1C(O)c1ccccc1 (configuration not stated)
    -1% | -10% | 1.0% | 6%
Cc1ccc(S(=O)(=O)N2CCc3cc(C(=O)Nc4c(F)cccc4F)ccc32)cc1
    10% | 5%[10.9 µM] | 1.0% | -19%
Cc1cc2c3nonc3ccc2n1C
    -6% | -1% | -0.1% | -9%
COc1ccc(-c2nnc3ccc(SCC(=O)NCc4ccco4)nn23)cc1OC
    10% | -4% | -2.2% | -4%
O=C(NCCCN1CCN(CCCNC(=O)c2ccc(F)cc2)CC1)c1ccc(F)cc1
    1% | 16% | 1.1% | -11%
COc1ccc2cc3cc(C(=O)N4CCN(c5cccc(Cl)c5)CC4)sc3nc2c1
    10% | 5%[10.9 µM] | u | 2%
CCOc1cccc2cc(C(=O)Nc3cc(C)on3)c(=O)oc12
    4% | -7% | u | 5%
O=C(NCCC1=CCCCC1)c1ccc2c(c1)N(Cc1ccccc1)C(=O)c1ccccc1S2=O (configuration not stated)
    26% | -5%[10.9 µM] | 0.2% | -5%

Next part
| SMILES | p53ts 32C kill | Imprint erasure | IkB sig inh | p53ts 39C kill |
| --- | --- | --- | --- | --- |
| COC(=O)NCc1c(C)nn(-c2ccccc2)c1-n1cccc1 | -5% | -8%[10.9 µM] | -0.1% | -26% |
| CCCCN(C(=O)C1CCC(CNS(=O)(=O)c2cccc3nsnc23)CC1)c1ccccc1 (configuration not stated) | 71%[activator] | -9%[10.9 µM] | u | 4% |
| Cc1ccc(NC(=O)c2ccc(S(=O)(=O)NCC3CCCO3)cc2)cc1 (configuration not stated) | -9% | -9% | -2.1% | -12% |
| O=C(NCCc1ccccc1)c1cc(-c2ccc(Cl)cc2)on1 | 5% | 3%[10.9 µM] | 3.4% | -6% |
| O=C(NCc1ccco1)c1cc2sccc2n1Cc1ccccc1 | -3% | -14% | u | -9% |
| CCOc1cc(/C=C2/NC(=O)N(CC(=O)Nc3cccc(C)c3)C2=O)ccc1O | 0% | x | x | 0% |
| COc1ncc2nc(-c3ccccc3)c(=O)n(C3CC3)c2n1 | 10% | -6% | 1.8%[11.4 µM] | 1% |
| CCOc1ccc(-c2cc(CCCC(=O)NCc3cccnc3)no2)cc1 | 16µM* | -17% | u | u |
| COc1cccc(Nc2cc(C)nc3nc(C)nn23)c1 | 2% | -13% | 2.8% | 5% |
| COc1ccc(NC(=O)CN2CCN(S(=O)(=O)c3ccc(Br)cc3)CC2)cc1 | -1% | -13%[10.9 µM] | 3.2% | -13% |
| Cc1oc2c(c1C(=O)NCc1ccccc1F)C1=NCCN1C=N2 | 7% | -10%[10.9 µM] | -0.9% | -14% |
| Cc1ccc(SCCNC(=O)C(C)C)cc1 | 2% | -4% | -1.3% | 8% |
| COC(=O)c1ccc(CSc2nc3sc4c(c3c(=O)n2C)CCCC4)o1 | -15% | -11% | -0.9% | -20% |
| COc1cc(C2/C(=C(\O)c3cc(C)ccc3C)C(=O)C(=O)N2CCN(C)C)ccc1O (configuration not stated) | -1% | -7% | -0.8% | -1% |
| O=C(Nc1ccc(F)cc1)N(CCCN1CCOCC1)Cc1cc2cc3c(cc2[nH]c1=O)OCO3 | -7% | x | -2.4% | -7% |

Pulled one by one from the list above (3):
| SMILES | p53ts 32C kill | Imprint erasure | IkB sig inh | p53ts 39C kill |
| --- | --- | --- | --- | --- |
| CCOc1cc(/C=C2/NC(=O)N(CC(=O)Nc3cccc(C)c3)C2=O)ccc1O | 0% | x | x | 0% |
| COc1ccc(-c2nnc3ccc(SCC(=O)NCc4ccco4)nn23)cc1OC | 10% | -4% | -2.2% | -4% |
| Cc1ccc(Cl)cc1N1CCN(S(=O)(=O)c2ccc3c(c2)CCN3C(=O)C2CCC2)CC1 | 9% | -5%[10.9 µM] | 1.6% | 20% |

Compounds above with a COOH group, in the order listed:
| SMILES | p53ts 32C kill | Imprint erasure | IkB sig inh | p53ts 39C kill |
| --- | --- | --- | --- | --- |
| Cc1cccc(C(=O)Nc2ccc(N3CC=C(c4ccccc4C)CC3)c(C(=O)O)c2)c1 | 6% | 8%[10.9 µM] | -1.0% | -15% |
| CCOC(=O)Nc1cccc(C(=O)O)c1 | -7% | x | x | 9% |

Screening results from PubChem BioAssay.
